# Screens as filed in PubChem.
# D2 antag: D2 dopamine receptor (human) antagonism; HEK293 TREx D2 cells, calcium flux, dopamine EC80; 2% of 340,000 active; inhibition, % at 10 µM; P14416; AID 485344; in the data active means inhibition above about 30%; further: 0% is about no effect
#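 Measurement of antagonist activity uses fluorescent calcium dye in inducible HEK293 T-REx D2 cells: 10 s baseline, compound addition with 180 s read, EC80 dopamine addition with a further 180 s read.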
# TRHR PAM: allosteric enhancers of human TRH receptor. P34981. TRHR cells, fluo-8 calcium fluorescence, EC20 TRH enhancement. enhancement, % at 2 µM. 0.66% of 360,000 active; in the data active means enhancement above about 30%; further: 0% is about no effect
# Target sequence (P34981 whole entry, looked up): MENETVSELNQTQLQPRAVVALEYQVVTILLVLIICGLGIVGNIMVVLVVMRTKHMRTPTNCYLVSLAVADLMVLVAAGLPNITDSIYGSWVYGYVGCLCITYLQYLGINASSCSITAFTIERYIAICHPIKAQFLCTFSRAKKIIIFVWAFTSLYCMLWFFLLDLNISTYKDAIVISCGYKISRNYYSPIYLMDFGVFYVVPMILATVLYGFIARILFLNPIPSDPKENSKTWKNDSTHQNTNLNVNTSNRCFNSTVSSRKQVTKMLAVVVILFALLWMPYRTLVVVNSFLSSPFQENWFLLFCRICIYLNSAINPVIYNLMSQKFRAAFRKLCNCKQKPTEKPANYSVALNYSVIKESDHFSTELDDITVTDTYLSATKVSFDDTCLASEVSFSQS
#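 TRHR-expressing cells loaded with fluo-8 calcium dye were read kinetically (ex 480/em 530) during compound addition, then stimulated with an EC20 of TRH (10 nM final). Enhancement of the Gq-mediated intracellular calcium response was scored.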
# mIDH1 inhibitor: human IDH1 R132H inhibition | O75874 | IDH1-R132H enzyme, NADPH consumption, diaphorase/resazurin fluorescence | Potency, µM (top dose mostly 76.6 µM), without a hit: top-dose activity change, negative = inhibition, usual class: inhibitors | 0.093% of 390,000 active | AID 602179; further: potency means the concentration at half of the fitted maximal effect; on the % scale 0 is the no-effect control and ±100 the full control effect; nearly all actives have a fitted effect of over 65% in size
#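 IDH1-R132H (0.5 ug/mL) preincubated 30 min with compound, then NADPH (0.016 mM) and alpha-KG (2 mM) added; 80 min at RT, pH 7.5. Remaining NADPH coupled via diaphorase/resazurin to fluorescence (540/590 nm); concentration-response curves normalized to no-enzyme control.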
# TrxR1 inh: blocks rat thioredoxin reductase 1 | 1% of 390,000 active | Potency, µM (series often up to 114 µM), inactives show at the top dose activity change, negative = inhibition, most hits filed as inhibitors | O89049 | recombinant rTrxR1, NADPH fluorescence consumption, selenite substrate; further: potency means the concentration at half of the fitted maximal effect; on the % scale 0 is the no-effect control and ±100 the full control effect; nearly all actives have a fitted effect of over 65% in size
# Target sequence (O89049 whole entry, looked up): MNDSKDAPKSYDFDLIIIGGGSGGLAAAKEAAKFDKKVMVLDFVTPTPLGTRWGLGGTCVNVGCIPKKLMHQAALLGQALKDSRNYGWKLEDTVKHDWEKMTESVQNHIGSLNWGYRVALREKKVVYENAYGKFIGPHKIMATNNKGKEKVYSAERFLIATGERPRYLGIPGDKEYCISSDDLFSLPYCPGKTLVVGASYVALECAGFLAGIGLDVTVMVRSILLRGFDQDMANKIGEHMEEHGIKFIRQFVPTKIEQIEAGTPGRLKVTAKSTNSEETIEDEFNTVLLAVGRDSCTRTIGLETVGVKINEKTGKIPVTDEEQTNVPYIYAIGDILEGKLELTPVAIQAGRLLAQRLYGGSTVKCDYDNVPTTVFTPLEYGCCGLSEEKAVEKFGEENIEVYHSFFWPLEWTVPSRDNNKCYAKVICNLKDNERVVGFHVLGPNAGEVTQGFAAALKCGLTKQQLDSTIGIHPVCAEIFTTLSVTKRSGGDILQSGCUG
#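 Rat TrxR1 (90 nM in the dispensed reagent) was pre-reduced with 400 uM NADPH for 5 min at room temperature, then incubated with compound for 15 min. After 400 uM selenite was added, NADPH fluorescence (Ex 340/Em 450 nm) was followed for 8 min.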
# PI4K2A inh: blocks human PI4K2A kinase activity | purified PI4K2A, ADP-Glo luminescence, 1 h; hits give low values | AID 1346378 | Q9BTU6 | 0.13% of 420,000 active | activity change, negative = inhibition, % at 76.9 µM; in the data active means activity change below about -50%; inconclusive means mostly about -30% to -49%;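 further: -100% = wells without enzyme as full effect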
#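 ADP-Glo luminescence measured ADP generated by PI4K2A enzyme (4 ug/mL before mixing) with 1.2 mM PI substrate (pre-mix) and 300 microM ATP (pre-mix). Tris pH7.5 buffer with MgCl2, Triton X-100; 1 h reaction at ambient temperature.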
# TrxR1 substrate: is turned over as a substrate by rat TrxR1. O89049. purified TrxR1 substrate turnover, NADPH consumption readout. Potency, µM (highest dose often 114 µM), for inactives: top-dose activity change, negative = substrate turnover. 0.01% of 390,000 active; further: potency means the concentration at half of the fitted maximal effect; on the % scale 0 is the no-effect control and ±100 the full control effect; nearly all actives have a fitted effect of over 50% in size
#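 Rat TrxR1, dispensed at 90 nM, was prereduced with 400 uM NADPH (final) for 5 min at ~22 deg C, then incubated with compound 15 min before 400 uM selenite. A first-read NADPH fluorescence drop versus no-compound background flagged substrates.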
# D2 agonist: D2 dopamine receptor (human) agonism; P14416; HEK293 T-REx D2 cells, calcium flux agonist mode; activation, % at 2 µM; 0.53% of 340,000 active;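 active means activation over 3 SD above normal in the single-dose calcium agonist read, cut at about 30% in these data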; further: 0% is about no effect
#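 HEK293 Trex D2 cells, tetracycline-induced, o/n 30 C 5% CO2; no-wash Ca dye, RT 30–90 min; 10-cycle baseline, 23 nl cpd added, kinetic Ca read 180 s; agonist hits = positive Ca response.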
# TRHR agonist: activates the human TRH receptor. TRHR cells, calcium flux fluo-8, FDSS agonist mode. activation, % at 2 µM. 0.18% of 360,000 active. AID 493084; in the data active means activation above about 30%; further: 0% is about no effect
#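 TRHR-expressing cells loaded with fluo-8 calcium dye; 23 nL library compound pin-transferred, kinetic FDSS fluorescence (Ex 480/Em 530) recorded about 180 s for agonist-induced calcium release, before a 10 nM TRH EC20 addition for potentiator mode.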
# USP1-UAF1 inh: blocks the human USP1/UAF1 deubiquitinase complex; recombinant USP1/UAF1, Ub-Rhodamine cleavage fluorescence; Potency, µM (highest dose often 57.1 µM), without a hit: top-dose activity change, negative = inhibition, actives largely listed as inhibitors; 0.23% of 390,000 active; further: potency means the concentration at half of the fitted maximal effect; on the % scale 0 is the no-effect control and ±100 the full control effect; nearly all actives have a fitted effect of over 60% in size; inactives centre near -12
#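 USP1/UAF1 complex at 1 nM was preincubated with compound for 15 min at room temperature, then Ub-Rho substrate (150nM final) was added. Fluorescence (480/540 nm) was read kinetically, 6 reads every 60 seconds.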
# * marks the source's active call; other numbers are inactive results; ? = inconclusive; · = not tested or not shown; [ ] = another dose, or the depositor's remark. Unless noted, the call rests on the fitted dose curve; in most records, active means well fitted inhibition curve with a large enough effect; inconclusive means small, poorly fitted or top-dose-only effect; inactive means no such curve, though single readings can be large or run the other way.
# Preview (4 entries):
compound,D2 antag,TRHR PAM,mIDH1 inhibitor,TrxR1 inh,PI4K2A inh,TrxR1 substrate,D2 agonist,TRHR agonist,USP1-UAF1 inh
Cc1ccc(-c2csc(NC(=O)C3=COCCO3)n2)cc1C,1.4,-2.4,9.8%,1.2%[57.1 µM],-3.7,-2.5%[57.1 µM],-0.7,0.6,?
Cc1cccn2c(=O)c(C=NCCO)c(Nc3ccc(Cl)cc3)nc12,7.7,0.4,·,·,·,·,2.4,0.3,·
O=C(Nc1cccc(O)c1)c1cc(-c2ccccc2F)no1,·,-3.5,-0.9%,8.8%,-7.0,-6.1%,0.2,-0.4,?
O=C(NCCc1ccccc1)C1CCCN(S(=O)(=O)c2cnc[nH]2)C1 (stereo unspecified),3.0,-4.4,-7.9%,13.5%,-5.9,0.4%,0.9,0.7,-20.0%

# The list itself, from the first entry:
compound,D2 antag,TRHR PAM,mIDH1 inhibitor,TrxR1 inh,PI4K2A inh,TrxR1 substrate,D2 agonist,TRHR agonist,USP1-UAF1 inh
Cc1ccc(-c2csc(NC(=O)C3=COCCO3)n2)cc1C,1.4,-2.4,9.8%,1.2%[57.1 µM],-3.7,-2.5%[57.1 µM],-0.7,0.6,?
Cc1cccn2c(=O)c(C=NCCO)c(Nc3ccc(Cl)cc3)nc12,7.7,0.4,·,·,·,·,2.4,0.3,·
O=C(Nc1cccc(O)c1)c1cc(-c2ccccc2F)no1,·,-3.5,-0.9%,8.8%,-7.0,-6.1%,0.2,-0.4,?
O=C(NCCc1ccccc1)C1CCCN(S(=O)(=O)c2cnc[nH]2)C1 (stereo unspecified),3.0,-4.4,-7.9%,13.5%,-5.9,0.4%,0.9,0.7,-20.0%
CCOc1ccc(N(C)S(=O)(=O)c2ccc(C)c(C(=O)Nc3nnc(C4CC4)s3)c2)cc1,7.5,4.6,-7.6%,31.1%,-6.5,3.0%,0.3,0.2,-21.4%
COC(=O)CCSCC(=O)Nc1ccc(C)c(S(=O)(=O)N2CCCCC2)c1,-4.6,1.2,9.0%,32.1%[57.1 µM],-3.7,-8.5%[57.1 µM],-0.5,0.2,-19.1%
C=CCc1c(C)nc(-c2ccccc2)nc1N/N=C(\C)c1ccccc1,-20.6,-3.4,10.3%,7.0%,3.2,1.1%,-1.0,-0.4,-15.7%
O=C(c1ccc(F)cc1F)N1CCC(c2noc(-c3ccc(S(=O)(=O)N4CCCC4)cc3)n2)CC1,·,1.9,-3.7%,16.7%,-2.5,-2.6%,0.6,1.0,-13.7%
O=C1CN(C(=O)CSc2nc3ccccc3n2CCc2ccccc2)c2ccccc2N1,-14.7,-3.4,3.8%,6.8%[57.1 µM],-2.6,-11.4%,1.5,-0.5,-20.5%
S=c1[nH]nc(-c2ccncc2)n1/N=C/c1ccccc1Cl,-5.8,1.7,8.2%,2.0%,1.6,-2.0%,0.4,-0.8,1.3%
Cc1[nH]nc2c1C(c1cccs1)C(C#N)=C(N)O2 (stereo unspecified),20.5,1.5,-4.8%,11.9%[57.1 µM],-2.3,-5.1%,0.2,0.0,-5.2%
COc1ccccc1N=C(C)C1=C(O)COC1=O,3.8,4.5,2.2%,3.6%[2.29 µM],-2.1,9.4%[2.29 µM],0.4,0.3,-2.1%
CCN1CCC(N2CCN(c3ccccc3OC)CC2)CC1,16.6,7.7,4.8%,14.6%[57.1 µM],-0.8,6.9%[57.1 µM],0.3,1.1,-2.2%
COc1ccc(NC(=O)c2cc(C)nc3c2c(C)nn3-c2ccc(C)cc2)cc1OC,·,9.7,-7.1%,28.4%,-0.5,5.8%,-0.8,-0.4,-12.7%
S=C(NCCN1CCOCC1)Nc1ccc(Cl)cc1,1.1,16.5,6.3%,-1.3%,1.3,3.9%,0.4,-0.3,-4.0%

# Going on with the list.
compound,D2 antag,TRHR PAM,mIDH1 inhibitor,TrxR1 inh,PI4K2A inh,TrxR1 substrate,D2 agonist,TRHR agonist,USP1-UAF1 inh
O=C1CC(NCc2ccco2)C(=O)N1CCc1ccccc1 (stereo unspecified),25.9,-2.0,-2.3%,15.1%,-3.4,5.9%,-0.2,0.1,-11.0%
Cc1ccc(OCC(O)CNC2CCCC2)c(C)c1 (stereo unspecified),5.5,-2.6,0.6%,36.3%,-0.4,4.1%,-0.3,0.5,-18.2%
CC1(C)Cc2ccccc2-c2nc(NCCCO)n(-c3ccccc3)c(=O)c21,14.0,2.7,1.1%,23.8%,-1.4,378.8%[activator],0.8,0.0,-19.8%
COc1ccc(C(=S)N2CCNCC2)cc1,-3.7,-0.4,10.5%,-11.1%,2.5,1.7%,0.5,0.5,-2.1%
CCCC(C(=O)NCc1ccco1)N(C(=O)CNS(=O)(=O)c1ccccc1)C1CCCC1 (stereo unspecified),1.4,-10.2,10.4%,8.3%,1.6,-5.8%[57.1 µM],0.5,-0.3,-10.9%
COc1cc(OC)cc(C(=O)NC2CC3CCC(C2)N3C)c1 (stereo unspecified),-6.2,0.5,-14.1%,31.1%,3.8,3.7%,1.0,0.5,1.9%
O=C(CSc1nnc(NC2CCCCC2)s1)Nc1ccc(N2CCOCC2)cc1,-3.7,-1.8,9.9%,3.0%,3.5,-0.9%,-0.3,0.0,-0.3%
C=CCC1(CC=C)CCCN1C(=O)C1CCC(=O)N(CCc2ccccc2)C1 (stereo unspecified),1.0,-2.0,4.1%,10.4%[57.1 µM],0.6,-1.7%[57.1 µM],-2.6,-1.8,-20.0%
O=C(Nc1ccccc1C(F)(F)F)N1CCCC1c1cccnc1 (stereo unspecified),9.6,1.1,1.4%,6.6%[57.1 µM],-0.4,1.7%,0.7,0.2,0.5%
Cc1ccc(S(=O)(=O)c2cccc(S(=O)(=O)N3CCCC3)c2)cc1S(=O)(=O)N1CCCC1,1.3,3.4,-3.0%,25.8%[57.1 µM],2.0,5.7%[57.1 µM],0.0,0.7,-14.9%
COc1cc(Nc2nc(SCC(=O)c3ccc(Cl)c(Cl)c3)nc3ccccc23)cc(OC)c1,·,5.7,-0.2%,26.6%[57.1 µM],1.2,2.9%[57.1 µM],0.9,1.6,?
Cc1cc(C)cc(N2CCn3c2nc2c3c(=O)n(Cc3c(F)cccc3Cl)c(=O)n2C)c1,·,8.4,-12.4%,9.6%,-5.3,-8.1%,-0.1,0.3,-2.8%
COc1ccc(S(=O)(=O)n2ccc(-c3ccc4c(c3)CCC(C)(C)O4)n2)cc1,-2.9,9.5,-2.2%,16.4%[57.1 µM],-2.6,-1.0%[57.1 µM],0.6,-0.4,-17.4%
COc1ccccc1CNC(=O)CCC1N=C2c3ccccc3N=C(SCc3ccc(C)cc3)N2C1=O (stereo unspecified),·,-2.2,-1.7%,2.8%[57.1 µM],7.0,8.9%[57.1 µM],-0.8,-0.9,-9.7%
COc1ccc(CNC(=O)c2c(-c3cc(Cl)c(OC)c(Cl)c3)noc2C)cc1,14.8,4.5,-3.9%,?,0.4,-12.8%,0.6,0.6,-22.8%

# The results go on:
compound,D2 antag,TRHR PAM,mIDH1 inhibitor,TrxR1 inh,PI4K2A inh,TrxR1 substrate,D2 agonist,TRHR agonist,USP1-UAF1 inh
O=c1[nH]c(CN2CCN(S(=O)(=O)c3ccccc3C(F)(F)F)CC2)nc2sc3c(c12)CCCC3,-30.4,6.2,7.5%,-5.7%[57.1 µM],-1.8,-0.1%[57.1 µM],2.2,0.9,-1.7%
Cc1c(O)nc(SC2CC(=O)N(c3ccccc3)C2=O)[nH]c1=O (stereo unspecified),13.4,7.0,2.9%,-20.6%,5.1,-10.2%,-1.4,-0.4,-19.2%
O=S(=O)(NCc1ccc(Cl)cc1)c1cccc2cccnc12,-2.5,-1.5,-3.5%,23.4%,-1.5,-3.8%,-0.3,0.0,2.9%
Cc1ccc(CCNC(=O)C2CC(c3ccccc3C(F)(F)F)=NO2)cc1 (stereo unspecified),1.9,9.9,4.3%,7.4%,3.2,1.5%[57.1 µM],0.3,-0.3,-20.8%
CCOC(=O)C1CCN(c2c(Nc3ccc(C)c(C)c3)c(=O)c2=O)CC1,-4.2,-4.2,5.4%,2.9%,3.9,-11.8%,-0.8,0.0,-9.7%
NS(=O)(=O)c1ccc(NC(=S)NCc2cccc(Cl)c2)cc1,12.3,-7.5,1.3%,?,6.7,-9.9%,0.3,0.1,-22.6%
CCN1CCCC1CNC(=O)c1cc2ccc(OC)cc2[nH]1 (stereo unspecified),9.2,2.7,0.0%,-18.1%,-4.0,17.4%,0.2,0.5,-19.9%
COc1ccccc1NC(=S)Nc1ccccc1F,-0.4,-2.6,8.7%,-20.1%,-19.9,-2.3%,0.0,-0.1,-12.5%
O=C(CC(=O)N/N=C\c1ccccc1)NCCc1ccccc1,2.0,1.8,19.1%,22.9%[57.1 µM],-5.3,13.6%[57.1 µM],0.3,0.1,-5.8%
CN1c2ccccc2C(=O)NC1c1ccc(Cl)cc1 (stereo unspecified),16.1,0.2,0.5%,0.4%,-0.9,39.2%[activator],-0.5,-0.8,5.2%
Cc1nnc(SCC(=O)Nc2cc(S(=O)(=O)N3CCCC3)ccc2Cl)s1,-3.5,-0.9,3.5%,2.8%,3.1,2.6%,-0.1,0.1,-16.8%
Cc1ccc(-n2c(-c3ccco3)nc3nc4ccccc4nc32)cc1,3.6,3.3,4.2%,14.4%,-2.8,40.3%[activator],-0.7,0.5,-18.8%
CC(=O)NC1=NC(=O)/C(=C/c2cc(C)n(-c3cccc(C(=O)O)c3)c2C)S1,6.7,-1.7,-7.7%,-28.7%,-9.1,1.6%[57.1 µM],1.0,4.4,-17.1%
COCCN1Cc2cc3cc(C)ccc3nc2SC1=Nc1ccc(OC)cc1,-8.5,-4.7,-2.1%,5.5%,-1.9,-4.5%,-0.9,-0.7,-27.6%
